From PubChem
CSN inh = inhibitors of human CSN-mediated cullin deneddylation; AID 651999; 0.38% of 360,000 active; Purified CSN, SCF-Nedd8-OG deneddylation, fluorescence polarization; Q92905; inhibition, % at 12.5 µM;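 active = pattern-corrected inhibition above about 35%, with an unprinted fluorescence ratio check between 0.5 and 1.5, limit read from the data, passing the limit was not always enough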;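 also: 0% = enzyme with substrate and 100% = substrate without enzyme; some results filed as inactive read as strong as hits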
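Schedule: reaction 90 min, room temperature / Assay system: HEK293T-derived human Csn5 enzyme / Input: Csn5 at 0.24 nM final / Measure: inhibition of Csn5 cleavage, % / Control set: substrate-only high control, full reaction low control / Technique: fluorescence polarization of the substrate / Buffer or medium: Tris/NaCl/DTT buffer, pH 7.5 / Reagent: SCFSkp2-Nedd8OG substrate at 10 nM final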
MsrA inh = bovine MsrA inhibition. purified bovine MsrA, absorbance read-out. inhibition, % at 15.5 µM. 0.75% of 360,000 active. AID 651718; in the data active = inhibition above about 4.5%;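 also: 0% = vehicle wells with enzyme and 100% = reference inhibitor wells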
eLon inh = inhibitors of E. coli Lon protease; P0A9M0; purified E. coli Lon protease, fluorescence polarization; inhibition, % at 7.94 µM; 0.42% of 360,000 active; in the data active = inhibition above about 13%, passing the limit was not always enough;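 also: 0% = enzyme with probe and DMSO and 100% = no enzyme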
Target sequence (P0A9M0 whole entry, looked up): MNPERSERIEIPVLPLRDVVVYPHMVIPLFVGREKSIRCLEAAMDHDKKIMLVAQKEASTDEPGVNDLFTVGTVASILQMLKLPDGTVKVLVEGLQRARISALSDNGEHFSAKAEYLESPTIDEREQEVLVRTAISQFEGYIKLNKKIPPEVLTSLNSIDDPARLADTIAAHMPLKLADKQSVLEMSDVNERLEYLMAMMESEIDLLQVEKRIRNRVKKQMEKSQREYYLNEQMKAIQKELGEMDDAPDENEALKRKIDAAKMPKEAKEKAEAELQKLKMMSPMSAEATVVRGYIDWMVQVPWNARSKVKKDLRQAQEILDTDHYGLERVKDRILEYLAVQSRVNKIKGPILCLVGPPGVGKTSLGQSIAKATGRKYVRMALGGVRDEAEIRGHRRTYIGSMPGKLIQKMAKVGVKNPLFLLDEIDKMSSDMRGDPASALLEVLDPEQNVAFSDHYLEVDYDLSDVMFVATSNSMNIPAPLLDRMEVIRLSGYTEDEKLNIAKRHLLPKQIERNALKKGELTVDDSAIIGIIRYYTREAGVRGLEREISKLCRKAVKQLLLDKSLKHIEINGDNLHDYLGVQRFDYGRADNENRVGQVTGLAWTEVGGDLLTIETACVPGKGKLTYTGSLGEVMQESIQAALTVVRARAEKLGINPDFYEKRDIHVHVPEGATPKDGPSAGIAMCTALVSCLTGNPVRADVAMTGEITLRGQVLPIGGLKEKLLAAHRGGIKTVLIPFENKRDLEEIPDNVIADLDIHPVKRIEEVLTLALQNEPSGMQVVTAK
bovine MsrA act = activators of bovine methionine sulfoxide reductase A | purified bovine MsrA, absorbance read-out | activation, % at 10.6 µM | 0.3% of 360,000 active | AID 602163; in the data active = activation above about 7.5%;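 also: 0% = vehicle and 100% = reference activator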
Rin1 Abl inh = inhibitors of human Rin1-Abl protein interaction. TR-FRET Rin1/Abl binding, biochemical. inhibition, % at 7.35 µM. P00519+Q13671. 0.4% of 360,000 active; in the data active = inhibition above about 5%, passing the limit was not always enough
MT1-MMP act inh = blocks activation of human MT1-MMP; P50281; HT1080 RFP-PRO-GFP cells, GFP/RFP ratio fluorescence, overnight; percent of plate control window, DMSO zero; GFP/RFP ratio change, % at 20 µM; 0.061% of 360,000 active;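 active = GFP/RFP ratio change of at least 30% with cell ATP level not reduced by more than half and red fluorescence within 50% of control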; also: strong numbers were not always called active
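Material: RFP-PRO-GFP reporter HT1080 cells. Dosing: single-point 20 µM compound, 1% DMSO. Controls: DMSO and RFP-L50D-GFP cell wells. Timing: cells overnight before dosing, compound overnight, 37 °C, 5% CO2. Measure: GFP/RFP fluorescence ratio.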
Rpn11 inh = blocks the human proteasome subunit Rpn11 | human 26S proteasome, Ub4-pepOG fluorescence polarization; 20S core pre-blocked with epoxomicin | 0.59% of 360,000 active | AID 588493 | calls only at 20 µM;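 active = inhibition at 20 µM, scaled to each plate's controls, above about 33%, limit read from the data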
MLLE-PAM2 inh = inhibitors of microRNA-mediated deadenylation, human PABP1 MLLE binding | GST-MLLE / FITC-PAM2 fluorescence polarization | AID 588489 | 0.36% of 360,000 active | inhibition, % at 20 µM; in the data active = inhibition above about 35%, passing the limit was not always enough;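 also: plate controls were DMSO wells with GST-MLLE for no effect and wells lacking GST-MLLE protein for full effect; some results filed as inactive read as strong as hits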
FAS TE block = FAS thioesterase (human) inhibition | P49327 | recombinant FAS-TE, OMFH fluorogenic substrate, fluorescence endpoint | inhibition, % at 15 µM | 0.67% of 360,000 active | AID 602261;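 active = compounds whose normalised, plate-corrected inhibition of enzyme fluorescence in the single-dose primary screen is 50% or more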;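 also: 0% = DMSO with enzyme and 100% = substrate without enzyme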
The depositor's hits bear a star; i = inactive; nt = not tested or not shown; + = active, no number.

SMILES	CSN inh	MsrA inh	eLon inh	bovine MsrA act	Rin1 Abl inh	MT1-MMP act inh	Rpn11 inh	MLLE-PAM2 inh	FAS TE block
CC(C)NC(=O)CCCn1c(=S)[nH]c2cc3c(cc2c1=O)OCO3	2	1.3	-3	-2	2	1	i	-24	-12
O=C(CSc1nnc(Cn2c(=O)sc3ccccc32)n1-c1ccccc1)N1CCCC1	-3	-0.2	9	0	0	-2	i	4	-5
Cc1snc(SCc2ccc(F)cc2)c1C#N	4	0.4	6	-8	3	1	i	12	15
CCCCc1ccc(S(=O)(=O)N2CCN(C(=O)c3ccco3)CC2)cc1	-11	-0.8	-9	-4	-2	-3	i	2	37
O=C(CCc1ccc(S(=O)(=O)N2CCOCC2)cc1)Nc1nccs1	-6	-0.4	3	2	1	-2	i	-9	-6
O=C1NC(c2ccccc2)=C(c2ccccc2)C1=O	8	0.7	-4	-1	-4	-1	i	10	-9
CCOC(=O)c1[nH]c2ccc(OC)cc2c1NC(=O)CN1CCc2ccccc2C1	-1	-0.1	-7	1	1	-5	i	-2	14
CCc1ccc(NC(=O)c2ccnc(C(C)(C)C)c2)cc1	2	-0.1	0	-3	-3	-3	i	12	-7
Cc1ccc(/C=C/S(=O)(=O)NCC(=O)OCC(=O)Nc2ccc(C(N)=O)cc2)cc1	0	0.9	-3	-2	4	0	i	-13	-4
COc1ccc(CCNc2ccc(C(CC(N)=O)NC(=O)Cc3cccc4ccccc34)cc2[N+](=O)[O-])cc1 (configuration not stated)	12	0.6	-50	-2	1	0	+	-40	-3
COc1cccc(CN2CCNC(=O)C2CC(=O)NCC2CCOCC2)c1 (configuration not stated)	8	0.6	4	4	1	1	i	8	-9
Cc1ccc(CSc2nnc(-c3cccc(S(=O)(=O)N4CCOCC4)c3)n2CC(C)C)cc1	-2	-1.6	1	-6	1	-3	i	-102	16
CCOC(=O)Cn1nc(C)n(-c2c(C)cccc2C)c1=O	3	-0.4	-13	-1	1	6	i	16	-5
Cc1ccccc1C(=O)Nc1cc(S(=O)(=O)N2CCOCC2)ccc1N1CCN(C)CC1	-8	2.5	-13	-4	4	-2	i	-6	-3
COc1cc(Cc2nccc3cc(OC)c(OC)cc23)c(S(=O)(=O)O)cc1OC	0	-1.2	8	-7	-2	3	i	7	-3
CC1CC(C)CN(CCCNC(=O)C2CCCN(c3ncnc4c3nc3n4CCCCC3)C2)C1 (configuration not stated)	-1	0.2	-4	-2	0	4	i	13	-4
O=C(c1cccc(N2C(=O)C3C4C=CC(C4)C3C2=O)c1)N1CCN(c2ccccc2F)CC1 (configuration not stated)	-3	0.3	-10	3	0	1	i	-3	-3
COc1ccccc1S(=O)(=O)Nc1ccc2nc(C)sc2c1	-4	-0.1	-10	-6	4	2	i	-5	-4
CC1=CC2=NC(=O)/C(=C\c3cccn3CCOc3ccccc3C)C(=N)N2O1	-2	-0.1	5	-2	-1	-3	i	-4	43
CN(C)c1oc(COc2ccccc2F)nc1C#N	-2	0.9	-5	-2	2	2	i	5	4
S=C(Nc1cccc(Cl)c1)N1CCN(c2ccccn2)CC1	1	-1.4	-9	0	1	9	i	-108	0
O=C(c1ccco1)N1CCN(C(=O)C2CC(c3ccccc3F)=NO2)CC1 (configuration not stated)	-1	0.2	0	3	-1	-1	i	-4	0
CN(C)CCCN(C(=O)c1ccc(S(=O)(=O)N2CCCC2)cc1)c1nc2c(F)cc(F)cc2s1	5	1.2	-3	-6	3	0	i	3	-2
Cc1ccc(CSCc2nnc(SCC(=O)N3CCN(c4ccccc4)CC3)n2C)cc1	3	-0.6	-8	-8	4	-2	i	-38	-5
COc1ccc(C2CC(=O)c3cnc(NC(=O)c4cccc(OC)c4)nc3C2)cc1 (configuration not stated)	0	1.4	-4	0	0	0	i	-8	8
O=C(OCC#CCSc1nnc(-c2cccc3ccccc23)o1)c1ccc2ccccc2c1	3	-0.1	-16	4	-1	5	i	-78	20
CC(C)C[C@@H](CN1CCC[C@H]1CN1C(=O)C(=O)NC[C@@H]1Cc1ccc(O)cc1)N1C[C@H](Cc2ccccc2)N(CCc2ccccc2)C(=O)C1=O	6	-0.6	11*	2	nt	-3	nt	nt	1
Cc1nn(CCC(=O)NNC(=S)Nc2ccc([N+](=O)[O-])cc2)c(C)c1[N+](=O)[O-]	3	1.0	8	-1	2	0	i	17	9
Cc1ccccc1CNC(=O)C1CCC(=O)N(CC2CCCCC2)C1 (configuration not stated)	-4	0.7	0	0	0	2	i	-5	-5
Cc1ccc(C)c(-c2nn(-c3cc(N4CCN(CCO)CC4)ccc3[N+](=O)[O-])c(=O)c3ccccc23)c1	2	2.4	3	-4	-5	3	i	-3	2
CCOC(=O)N1CCN(C(=O)c2nn(-c3ccc(C)cc3)c(=O)c3c2c2ccccc2n3C)CC1	0	0.4	-3	3	-2	6	i	2	-2
Cc1ccc(Nc2nc(N/N=C/c3c[nH]c4ccccc34)nc(N3CCOCC3)n2)cc1	-2	1.9	-6	3	0	3	i	-14	34
O=C(CCCOc1ccc(Cl)cc1Cl)Nc1nnc(C2CC2)s1	-2	1.1	-5	-2	2	-3	i	-1	0
COC(=O)C(C)Sc1nc2c(cnn2-c2ccc(F)cc2)c(=O)[nH]1 (configuration not stated)	4	0.7	0	0	0	1	i	-53	-4
CCCCNC(=O)Nc1nnc(SCC(=O)OCC)s1	0	-0.3	-7	-8	0	1	i	1	-4
O=C(Nc1ccc(Cl)c(Cl)c1)c1ccccc1NC(=O)C1CC=CCC1C(=O)O (configuration not stated)	-4	0.6	2	-2	2	-2	i	11	0
COc1cc(C(=O)N2CCN(C(=O)c3cc(-c4ccccc4)n[nH]3)CC2)cc(OC)c1OC	0	1.3	6	-3	0	0	i	9	-3
CCOc1ccc(Br)cc1S(=O)(=O)NCc1ccncc1	-2	2.2	-6	-10	3	-4	i	14	-4
COC(=O)c1cc(C(=O)N2CCN(c3cccc(C)c3C)CC2)cc([N+](=O)[O-])c1	1	2.8	-7	-9	2	-7	i	-6	34
Cc1ccc(S(=O)(=O)N(C)CC(=O)N2CCCCCC2)cc1	3	0.3	0	-2	-1	0	i	-1	-7
CCCS(=O)(=O)N1CCCC(C(=O)NCc2ccco2)C1 (configuration not stated)	-1	-0.5	5	0	0	4	+	10	-2
CCN(CC)C(=O)Cn1cc(S(=O)(=O)CC(=O)Nc2cc(C)on2)c2ccccc21	4	1.2	0	-3	0	1	i	-5	-6
COc1ccc(N2CCN(C(=O)c3ccccc3NC(=O)C3=C(C)OCCS3)CC2)cc1	-3	-0.5	-9	-3	4	2	i	12	-4
C#CCOCCOCCOCCNc1nc(N2CCN(C(=O)CCCCCCCCCCNC(=O)Cn3cc(CCCCCN)nn3)CC2)nc(N2CCN(C(=O)CCCCCCCCCCNC(=O)[C@@H](CCC(=O)O)n3cc(CCCCCN)nn3)CC2)n1	4	nt	0	2	6	5	i	-9	-10
CC(=O)Nc1ccccc1C(=O)C(=O)Nc1cccc(F)c1	-3	1.1	-11	-3	-2	0	i	1	1
Cc1cc(C)c(NC(=O)c2oc3ccccc3c2COc2ccccc2)c(C)c1	-5	-0.2	-8	-3	-3	-16	i	-7	33
CCc1ccc(OCCNc2cc(N3CCNC(C)C3)ccc2[N+](=O)[O-])cc1 (configuration not stated)	2	1.7	-15	1	-5	13	i	-8	10
CN(C(=O)C1CCCN1S(=O)(=O)c1ccc(Cl)cc1)c1ccccc1 (configuration not stated)	-2	0.6	-6	0	4	0	i	1	-8
Cc1ccc(-c2noc(CSc3nnc(-c4ccncc4)n3-c3ccc(F)cc3)n2)cc1	3	-0.5	0	-2	1	-1	i	-23	14
Cc1ccc(N(CC(=O)NC2CCCCC2)S(=O)(=O)c2cccs2)cc1	3	0.4	-3	1	3	-3	i	-4	-2
Cn1c(C(=O)NC2CC2)cc(=O)n(C)c1=O	0	2.0	-5	-3	2	1	i	-13	-4
Fc1ccc(/C=N/Nc2ncnc3nc[nH]c23)cc1F	-2	3.6	-5	-1	-4	3	i	16	-20
CCN(CC(=O)Nc1ccc(NC(C)=O)cc1)C(=O)c1ccc2ccccc2c1	-1	0.5	-4	-8	-2	1	i	-19	-1
COC(=O)c1sc(NC(=O)COc2ccccc2C)nc1C	-8	0.4	0	-4	-3	5	i	-8	-1
Oc1cccnc1Sc1cccc(C(F)(F)F)c1	0	2.2	-1	5	-5	-2	i	5	-4
O=C(NCc1cccs1)C1CCCN(S(=O)(=O)c2cccc3cccnc23)C1 (configuration not stated)	-2	-0.3	1	0	-3	2	i	-9	2
O=C(Cc1ccccc1[N+](=O)[O-])NCCSCc1c(F)cccc1Cl	0	0.9	9	6	1	1	i	10	6
CC(C)(C)CC(C)(C)NC1=CC(=O)OC12CCCCC2	1	-0.6	-1	-2	0	5	i	-3	-3
O=[N+]([O-])c1cc(C(F)(F)F)ccc1NCCCCNS(=O)(=O)c1ccc(Cl)cc1	-4	1.3	-4	0	-1	2	i	-9	36
Cc1nc2cc(NC(=O)NCCCO)ccc2o1	4	0.6	-15	-7	1	1	i	9	0
Next part
SMILES	CSN inh	MsrA inh	eLon inh	bovine MsrA act	Rin1 Abl inh	MT1-MMP act inh	Rpn11 inh	MLLE-PAM2 inh	FAS TE block
CC(C)CNC(=S)N1CCN(c2nc(-c3ccc(Cl)cc3)cs2)CC1	0	-0.2	9	-1	0	0	i	-105	36
CSc1ccc(Cl)c(C(=O)OCC(=O)N(C)CCC#N)c1	3	-0.2	0	-6	0	-2	i	-3	-6
O=C(CNC(=S)N(CCCN1CCOCC1)Cc1cccs1)NCc1ccccc1	-4	1.7	-10	-5	1	-2	i	-140	-3
CCOC(=O)c1c(C)[nH]c(C(=O)COC(=O)c2c(CC)noc2C)c1C	0	0.7	1	-1	5	-4	i	0	9
O=C(Cn1c(=O)n(Cc2ccco2)c(=O)c2c3c(sc21)CCCCC3)c1ccccc1	38*	nt	-1	-16	4	-7	i	-16	19
Cc1occc1C(=O)Nc1cccc2ccccc12	2	-0.1	0	-9	-1	10	i	-2	0
CC1CCCC(NC(=O)c2ccc3c(=O)n(CC4CCCO4)c(=O)[nH]c3c2)C1C (configuration not stated)	-3	-0.7	2	-5	-1	5	i	-8	-2
CCOc1ccc(CNC(=O)CCSCc2ccccc2F)cc1OC	1	2.0	7	-13	4	-4	i	5	-2
O=C(Nc1ccc2c(c1)OCCO2)c1cccc(Cl)c1Cl	2	1.1	4	-4	-3	0	i	6	11
Cc1cc(NC(=O)c2cncc(Br)c2)no1	12	0.1	-7	-3	-3	3	i	3	-4
Cc1noc(NS(=O)(=O)c2ccc(NC(=O)c3cc(S(=O)(=O)Nc4ccc(F)cc4)ccc3Cl)cc2)c1C	-5	2.0	4	-12	2	-3	i	1	-2
CN1C(=O)c2cccc(NCCCN3C(=O)c4ccccc4C3=O)c2C1=O	6	-0.3	-1	0	0	-43	i	-4	-6
